Screening data from PubChem BioAssay.
Peg3 promoter: Peg3 promoter-driven luciferase inhibitors, primary screen, cell-based, HeLa, luciferase luminescence; HeLa PEG-Prom luciferase reporter, overnight; inhibition, % at 20 µM; 1.7% of 360,000 active; AID 588405, 2011;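 active = inhibition of at least 50% at 20 µM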
TROY NFkB inh: inhibitors of TROY-driven NF-kB signaling, primary screen, Q293 LMP1-TROYcd cells, NF-kB luciferase, uHTS; AID 1347056, 2019; inhibition, % at 10 µM; 0.98% of 360,000 active; Q293 LMP1-TROYcd NF-kB luciferase reporter, 4 h;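 active = compounds whose plate-normalised and pattern-corrected inhibition of the luciferase reporter signal at the single screening dose is 50% or more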
NR2E3 ag-1: NR2E3 agonists in two-hybrid cells, primary screen, cell-based, luminescence, CHO-S, Gal4-NCOR/VP16-NR2E3; Photoreceptor-specific nuclear receptor (Homo sapiens), Q9Y5X4; luciferase; inhibition of corepressor binding, % at 3.98 µM; 0.35% of 360,000 active; AID 602229, 2012;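 active = inhibition above the mean of all tested compounds plus 3 SD, cut at about 70% in these data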;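 also: 0% = DMSO with NR2E3 transfected cells and 100% = cells lacking NR2E3 construct; higher means lower luciferase signal from less NR2E3 corepressor binding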
Target sequence (Q9Y5X4 whole entry, looked up, the tested form may be a part): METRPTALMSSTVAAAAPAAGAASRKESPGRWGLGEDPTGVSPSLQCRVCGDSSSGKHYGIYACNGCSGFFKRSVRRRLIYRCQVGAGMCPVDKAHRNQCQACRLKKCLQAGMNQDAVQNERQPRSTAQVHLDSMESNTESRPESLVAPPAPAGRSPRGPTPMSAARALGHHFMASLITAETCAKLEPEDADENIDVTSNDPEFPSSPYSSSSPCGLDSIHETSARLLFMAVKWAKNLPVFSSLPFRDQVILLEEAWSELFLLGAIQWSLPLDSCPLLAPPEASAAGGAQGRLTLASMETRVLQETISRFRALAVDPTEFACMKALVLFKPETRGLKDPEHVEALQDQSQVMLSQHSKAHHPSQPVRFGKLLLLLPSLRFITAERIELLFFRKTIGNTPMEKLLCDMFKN
NR2E3 ag-2: inhibitors of NR2E3-RetCOR corepressor binding, primary screen, NR2E3 agonist project, biochemical, TR-FRET, GST-NR2E3, biotin-RetCOR; 1536-well; inhibition of corepressor binding, % at 4.78 µM; 0.12% of 320,000 active; AID 2300, 2010;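 active = percent inhibition above the cutoff of mean plus 3 SD of all tested compounds, set per screening campaign, cut at about 20% in these data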;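 also: 0% = DMSO wells and 100% = biotin wells as full block of FRET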
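system = GST-tagged NR2E3 plus biotinylated RetCOR corepressor | input = 1.35 nM GST-NR2E3 | also added = 7 nM biotin-RetCOR | schedule = 5 h incubation at 4 °C | measured by = TR-FRET with europium anti-GST and streptavidin-D2, 340 nm excitation | read-out = percent loss of FRET ratio relative to control wells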
HIF-2a block: HIF-2a reporter inhibitors, primary screen, luminescence, 786-0 RCC cells; 786-0 RCC cells HIF-2a reporter, luciferase luminescence, overnight; inhibition, % at 18.8 µM; 0.72% of 360,000 active;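 active = inhibition of the luminescence signal of 40% or more relative to plate controls, in a single-dose primary screen at 18.75 µM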
KKLEB cytotox: cytotoxicity in KKLEB CF airway cells, primary screen, cytotoxicity control for CF NF-kB inhibitor project, cell-based, uHTS, fluorescence assay plates. KKLEB CF airway cells viability, ATPlite luminescence, overnight; hits give low values; cells stimulated with P. aeruginosa culture filtrate. activity change (cytotoxicity), % at 5 µM. 0.36% of 360,000 active;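 active = corrected activity change at or below -50% at 5 µM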
TRPM1 prom inh: inhibitors of MITF-dependent TRPM1 promoter reporter, primary screen, cell-based, SK-MEL-5, single point, luciferase; SK-MEL-5 TRPM1 promoter luciferase, 24 h; inhibition, % at 12.5 µM; 0.83% of 330,000 active; AID 488899, 2010;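 active = mean inhibition across replicates of 60% or more, whatever share of single replicates reaches that level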; also: values of inactives mirror those of a sister screen read the other way
TRAIL sens C8: viability loss with TRAIL in NB7+C8 cells, primary screen, TRAIL sensitizer project, cell-based, ATPlite luminescence; AID 624354, 2012; inhibition (viability loss, TRAIL sensitization), % at 10 µM; 1% of 360,000 active;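 active = compounds causing at least 50% loss of cell viability in the single-dose screen, relative to plate controls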
CF NFkB block: inhibitors of PAF-induced NF-kB signaling, primary screen, cell-based, GFP fluorescence, uHTS; KKLEB NF-kB-GFP reporter, GFP fluorescence overnight; inhibition, % at 5 µM; 0.86% of 360,000 active; AID 588850, 2011;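 active = at least 50% inhibition at 5 µM, scaled per plate between neutral and stimulator controls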;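 also: PAF is a Pseudomonas aeruginosa culture filtrate used as stimulus; plate controls were PAF-stimulated DMSO wells for no effect and unstimulated DMSO wells for full effect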
TWEAK Fn14 block: inhibitors of TWEAK-Fn14 signaling, primary screen, luciferase reporter cells, uHTS; TWEAK-stimulated Fn14 reporter cells, luciferase luminescence, 8 h; inhibition, % at 10 µM; 2% of 360,000 active; AID 1159606, 2016; in the data active = inhibition above about 50%
Shn3 3UTR inh: reduction of Shn3 3'UTR firefly luciferase signal, primary screen, Schnurri-3 inhibitor project, cell-based, Clone20 osteoblasts, set 2. inhibition, % at 12.5 µM. 0.52% of 360,000 active. Clone20 osteoblast Shn3 3'UTR firefly luciferase, 24 h. AID 588674, 2011;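 active = mean inhibition of at least 75% with every replicate also reaching 75%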;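 also: 0% = median of neutral control wells and 100% = pilot-screen positive control compound; some compounds past the cut are filed as inactive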
* marks the source's active call; other numbers are inactive results; · = no result given; & = joins results of further samples. Some of the compounds tested. The share of hits here may be higher or lower than overall.

Every second line gives: Peg3 promoter, TROY NFkB inh, NR2E3 ag-1, NR2E3 ag-2, HIF-2a block, KKLEB cytotox, TRPM1 prom inh, TRAIL sens C8, CF NFkB block, TWEAK Fn14 block, Shn3 3UTR inh
1) CC(C)C(=O)NC(NC(=S)Nc1ccc(S(N)(=O)=O)cc1)C(Cl)(Cl)Cl (stereo not given)
 : 8, 10, 0, 1, 14, -4, -10, 17, 6, 0, -3
2) CC(C(=O)N1CCN=C1c1ccccc1)N1C(=O)c2ccccc2C1=O (stereo not given)
 : -5, -12, 10, 1, 36, 8, -6, 2, -3, -9, -3
3) CCOC(=O)Cc1ccc(NS(=O)(=O)c2ccc(SC)cc2)cc1
 : 13, ·, 30, 1, 14, -21, 14, 1, 8, 16, 11
4) O=C(CNS(=O)(=O)c1ccccc1)NCC(=O)OCc1ccc(Cl)cc1
 : -7, 7, -2, 1, 19, 6, 4, 25, -21, -9, -6
5) CCOc1nc(-c2ccccc2)ccc1-c1noc(-c2ccc(OC)c(OC)c2)n1
 : 9, 3, 11, ·, 9, -13, -17, -11, 49, 9, -10
6) O=C(N=C1SC2CS(=O)(=O)CC2N1Cc1ccc(F)cc1)C1CCCO1 (stereo not given)
 : -14, 3, -5, 2, 14, 19, 7, -6, -24, 3, 0
7) O=C(O)[C@H]1CCCC[C@H]1C(=O)Nc1cc([N+](=O)[O-])ccc1F
 : 3, 8, -18, -4, 12, -2, 18, -1, 13, 2, -50
8) CCCOc1ccc(NC(=O)c2cc3cc(C)ccc3[nH]2)cc1
 : -29, -17, -78, 0, -84, -10, -21, 15, 11, -6, -53
9) Cc1ccccc1NC(=O)Cc1nc(COC(=O)CCOc2ccccc2)cs1
 : 5, -2, 12, 1, 5, -5, 2, -6, 7, 11, 2
10) O=C(CCn1nc(-c2ccccc2)c2ccccc2c1=O)Nc1cccnc1
 : -38, 1, 4, 4, 18, 3, 4, 3, 6, -9, -9
11) CCOc1ccc(N(C(=O)CNC(=O)c2ccco2)C(C(=O)NC2CCCC2)c2ccco2)cc1 (stereo not given)
 : 16, -33, -19, 4, 6, -7, 1, -4, -7, 6, 7
12) Cc1c(N(C)C(=O)c2ccccc2F)c(=O)n(-c2ccccc2)n1C
 : 9, 2, -20, 1, 11, 1, 12, -2, 4, 1, 11
13) COC(=O)c1cccc(NC(=O)c2cc3ccccc3o2)c1
 : -151, 69*, -129, 3, -26, -5, -62, 50*, -49, 102*, -60
14) COc1ccc(-c2[nH]ncc2/C=N\NS(=O)(=O)c2ccc(Cl)cc2)cc1
 : 0, -25, -6, -2, -6, 12, 5, -8, 13, -6, 10
15) COc1cc(C=O)ccc1OCC(=O)N1CCOCC1
 : 14, 8, 12, 3, 5, 0, 5, 8, -9, -12, -2
16) CC(C)(Cc1ccccc1)NC(=O)C(=O)c1cn(CC(=O)N2CCOCC2)c2ccccc12
 : 9, 2, -3, 2, 8, -19, -1, -12, 34, -11, 2
17) CCN(CC)CCCNC(=O)Cn1nc(-c2ccccc2)ccc1=O
 : 1, 5, 19, 0, 10, -3, 5, -9, -11, 11, -3
18) O/N=C/c1cn(-c2ccc(Cl)cc2)nn1
 : -155, -37, -70, -1, -176, 0, -17, 13, -4, -16, -49
19) CN(C)S(=O)(=O)N1CCC(CO)(Cc2cccc(C(F)(F)F)c2)CC1
 : -5, 9, -6, 2, 6, 13, 5, -9, -14, 2, 5
20) CS(=O)(=O)N(CC(=O)Nc1ccccc1C(=O)NCc1ccccc1)c1ccc2c(c1)OCCO2
 : 16, 2, 18, 1, 22, 0, 5, -11, 1, -10, 23
21) O=C(CCCOc1ccccc1)Nc1nncs1
 : -20, 9, -6, 1, -1, -6, -6, -4, -18, 4, -1
22) CS(=O)(=O)N(CC(=O)NCC1CCCO1)Cc1ccc(Cl)cc1 (stereo not given)
 : 7, -17, 13, 3, 7, -2, 8, 4, 4, -1, 10
23) CN(C)CCOC(c1ccc(Cl)cc1)c1ccccn1 (stereo not given)
 : -11&5, -7&-5, -12&1, -2, 2&-13, -7&8, -5&1, 10&3, 23&3, 9&-22, -7&16
24) CC(C)(C)S(=O)N1Cc2cc(C(=O)NCc3ccc(Oc4ccccc4)cc3)nc(-c3cccc(-c4cc5ccccc5o4)c3)c2[C@H]1CCO (stereo not given in full)
 : 39, -15, -8, ·, -11, -6, ·, 5, -1, 10, -2
25) Cc1ccc(C)c(N(CC(=O)NCCSCc2ccco2)S(C)(=O)=O)c1
 : 1, 1, -8, -3, 7, 8, -3, 10, -10, -2, -5
26) COc1ccc2oc(=O)c(C(=O)NCc3ccccn3)cc2c1
 : -75, -16, -7, 1, -80, -14, -9, -6, 0, -11, 12
27) COc1ccc2nc(SCC(=O)/C(C#N)=C(\C)N)[nH]c2c1
 : -189, -53, -117, 4, -166, 8, -48, 3, -4, 7, -79
28) NC(=O)c1nsc(C(=O)N(CC(=O)NCc2ccccc2)c2ccc(F)cc2)c1N
 : -2, 13, 2, 3, 20, 12, 0, -4, -9, 4, 3
29) O=C(Nc1ccc(Cl)cc1)c1ccc(Br)cc1F
 : -244, -72, -88, 0, -202, 1, -37, 23, -17, -14, -23
30) COc1cc(C=C2C(=O)OC(C)(C)OC2=O)ccc1OCC(=O)Nc1ccccc1
 : -220, -37, -14, 1, -96, -5, -18, 2, -12, -13, -66

Along the list, quoted from above.
Nos. 12 to 15 in TWEAK Fn14 block read 1, 102*, -6, -12

(more compounds)
Every second line gives: Peg3 promoter, TROY NFkB inh, NR2E3 ag-1, NR2E3 ag-2, HIF-2a block, KKLEB cytotox, TRPM1 prom inh, TRAIL sens C8, CF NFkB block, TWEAK Fn14 block, Shn3 3UTR inh
31) O=C(COC(=O)c1cc(S(=O)(=O)NCc2ccccc2)ccc1O)c1cc2ccccc2o1
 : 11, 6, -11, 2, 10, 16, 5, 10, -13, 13, -5
32) COCC(=O)Nc1cc(Cl)ccc1C
 : 9, -3, -8, 6, 2, -2, 13, 3, 10, -1, 1
33) CC(=O)Nc1ccc(NC(=O)c2cc(S(=O)(=O)N3CCCCC3)ccc2N2CCOCC2)cc1
 : 9, 3, -4, ·, 9, -18, -11, 4, 4, 0, 53
34) O=C1/C(=C\c2cc([N+](=O)[O-])ccc2O)SC(=S)N1Cc1ccc(Cl)cc1
 : 97*, 53*, -21, 4, -18, -41, 7, 15, 11, 72*, 28
35) O=c1[nH]c2ccc(NC(=S)Nc3ccc(F)cc3)cc2[nH]1
 : -4, -6, -9, -4, 5, 4, 5, -10, 6, -4, 16
36) Cn1cc(S(=O)(=O)N2CCCC(C(=O)O)C2)cn1 (stereo not given)
 : 5, 16, -30, 4, 10, 3, -14, 1, 12, 7, -5
37) CCCCn1ccnc1C(=O)c1ccc(S(=O)(=O)N2CCCC2)cc1
 : -51, -3, 11, 0, -61, -12, -8, 11, 18, -6, 0
38) C=CCNC(=O)Nc1ccc2nc(C)sc2c1
 : -47, -8, -16, -4, -66, 3, -20, 10, 1, 1, 9
39) Cc1noc(C)c1C(=O)N1CCOCC1
 : -4, -14, 14, -1, 20, -1, 7, 7, 8, 12, 9
40) COC(=O)c1ccccc1NC(=O)CN(C)S(=O)(=O)c1cc(C)ccc1OC
 : 4, -9, -5, -2, 11, -3, -4, 8, 20, -17, 14
41) CCOC(=O)c1cc(-c2ccccc2)sc1NC(=O)COC(=O)c1cccc(S(N)(=O)=O)c1
 : 87*, 1, -4, -10, -2, -28, -15, 4, 18, -21, 3
42) CCOC(=O)CSCc1csc(CC(=O)Nc2ccccc2C)n1
 : -16, -7, -23, 1, 14, 13, -1, -2, -8, -12, -11
43) Cc1noc(C)c1COC(=O)c1ccc(S(=O)(=O)NCc2ccco2)cc1
 : 13, 16, -30, -1, 12, -6, -1, 0, 11, 20, 59
44) COc1ccc(CN2C(=O)C(CC(=O)NCCN3CCOCC3)CC(C(=O)N3CCOCC3)=C2C)cc1 (stereo not given)
 : -10, 6, -10, ·, 6, 4, ·, -2, -7, 7, 13
45) COCC(COS(N)(=O)=O)Cc1ccccc1 (stereo not given)
 : -5, 11, -18, 4, 6, 2, 1, -3, 9, 11, -4
46) O=C(NCc1cccc(C(F)(F)F)c1)c1cccc(S(=O)(=O)N2CCN(Cc3ccccc3)CC2)c1
 : 17, 31, 10, 3, 17, 1, 0, 5, -9, 15, 39
47) COc1ccc(O)c(CN2CCC(n3nccc3NC(=O)CCOc3ccccc3)CC2)c1
 : 4, 12, 6, -1, 11, -7, -1, 0, 22, -10, -2
48) CCOC(=O)c1ccc(NC(=O)[C@@H]2CCC(=O)N2C2OC(=O)c3c2ccc(OC)c3OC)cc1 (stereo not given in full)
 : -20, -16, -17, ·, -3, -3, ·, -15, -11, -15, 12
49) CCOc1ccc(NC(=O)CN(C)C(=O)c2sc3ccccc3c2Cl)cc1OCC
 : 8, 15, -3, 1, 4, 3, 14, -3, 2, 3, 14
50) Cc1cc(C)nc(Nc2ccccc2Cl)n1
 : -1, 5, -21, 0, 1, 18, -4, 1, -2, -1, 5
51) COc1cc(-c2cc(NC(C)=O)c3ncc(-c4ccc(F)cc4)n3c2)cc(OC)c1OC
 : 17, -25, -23, ·, -34, -5, ·, 15, -33, 9, -20
52) CCCCn1c(SCC(=O)N(CC)C2CCS(=O)(=O)C2)nnc1C(CC)N(C)C (stereo not given)
 : -143, -80, 5, -1, -110, -2, -8, -7, -16, -24, -17
53) Cc1ccc(Nc2nc3ccccc3[nH]2)nc1
 : -251, -71, -75, -1, -187, -2, -43, 12, -15, -30, -94
